Source: PubChem (several laboratories)
MDM2 E3 inh = Mdm2 E3 ligase (human) inhibition; signal enhancement, % at 5 µM; actives 0.11% (n = 210,000); Q00987; cell-based MDM2 ubiquitination luciferase reporter, 2 h; 0 = plate control, 100 = twice control, blank-subtracted;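 active = signal enhancement of 30% or more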;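 also: luminescence tracks abundance of the self-degrading MDM2-luciferase fusion protein; higher signal means inhibition of MDM2 E3 ligase activity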
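system = mammalian cells stably expressing self-ubiquitinating, self-degrading MDM2 E3–luciferase fusion | quantity = 2000 cells per well seeded | incubation = 4 h cell settling then 2 h compound exposure, 37 °C | signal = SteadyLite luminescence, 15 min reagent step | benchmarks = plate control and blank wells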
m-calpain inh = inhibitors of pig calpain II; purified calpain II, fluorogenic peptide substrate, 30 min; inhibition, % at 16 µM; actives 0.37% (n = 220,000); AID 1236;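 active = inhibition above about 50%, limit read from the data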
Rad51 HR inh = Rad51 (human) homologous recombination inhibition. hRad51 DNA strand exchange, fluorescence dequenching. inhibition, % at 10 µM. actives 0.085% (n = 200,000);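 active = inhibition above 40% at the single screening dose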;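 also: 0% = DMSO control wells and 100% = blanks with heterologous ssDNA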
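Assay system: Human Rad51 nucleoprotein filaments preassembled on unlabelled ssDNA | Reagent: Donor/quencher-labelled 47-bp dsDNA substrate | Doses: One concentration, 10 µM final | Times: 37 °C 15-min filament assembly, 30-min compound preincubation, 15-min exchange | Technique: Fluorescein emission 520 nm, excitation 485 nm | Benchmarks: Plate control and blank wells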
PERK inhibitor = human PERK inhibition, primary cell-based screen; inhibition, % at 5.6 µM; actives 0.17% (n = 220,000); CHO PERK-DD fusion, SEAP luminescence translation reporter;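 active = inhibition above the mean inhibition of all tested compounds plus 3 SD, set separately per screening campaign, cut at about 2.9% in these data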;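 also: PERK kinase domain activated by AP20187 dimerizer at 100 nM; 0% = DMSO with dimerizer and 100% = rapamycin at 8.4 µM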
KCC2 mod = modulates chloride dependent transport by human KCC2; actives 2.2% (n = 190,000); KCC2 cells, thallium flux FluoZin-2 fluorescence; B-score of Tl+ flux slope (higher = more flux/activation; lower = inhibition) at 10 µM;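 active = thallium flux slope and its plate-corrected score both differing from the plate sample mean at a set confidence after two filtering rounds, in either direction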;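 also: slope of fluorescence scaled to starting intensity during 10 to 20 s after thallium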
EBV gp42 block = EBV gp42 inhibition | Q1HVG2 | Fluorescence polarization binding assay, mP read-out | inhibition, % (tested at 21.74 µM) | actives 0.42% (n = 220,000) | AID 1085; in the data active = inhibition above about 50%
TNF death inh = inhibitors of TNF-alpha induced necroptosis in Jurkat FADD-/- cells | Jurkat FADD-/- TNF necroptosis rescue, ATP luminescence, 24 h; 0 = TNF only, 100 = no-TNF cells | activation (protection from cell death), % at 10 µM | actives 0.068% (n = 220,000);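 active = activation, meaning protection from cell death, of at least 50% relative to plate controls; inactive = activation below 50%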;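 also: necroptosis triggered by 40 ng/mL TNF-alpha added together with compound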
eIF4E 4G PPI = blocks eIF4E binding to eIF4G; inhibition, % at 21.7 µM; P63073+Q04637; AID 782; TR-FRET eIF4E-eIF4GI(517-606) binding, 2 h; actives 0.37% (n = 220,000);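 active = inhibition above about 30%, limit read from the data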;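 also: 0% = full FRET control wells and 100% = background wells lacking eIF4GI fragment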
L929 necroptosis = blocks zVAD induced death of L929 cells; L929 zVAD necroptosis rescue, ATP luminescence, 24 h; with zVAD 60 µM; actives 0.38% (n = 220,000); AID 1377; viability rescue, % at 10 µM;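 active = activation, scaled between plate controls, above about 75%, limit read from the data; inactive = activation under that limit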;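 also: 0% = zVAD with DMSO and 100% = DMSO alone without zVAD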
The depositor's hits bear a star; . = no result given; [ ] = dose if it differs, or a comment.

SMILES | MDM2 E3 inh | m-calpain inh | Rad51 HR inh | PERK inhibitor | KCC2 mod | EBV gp42 block | TNF death inh | eIF4E 4G PPI | L929 necroptosis
CC(C)Oc1ccc(C(=O)Nc2cccc3cccnc23)cc1 | -5 | 22 | -1 | -0.6 | -1.7 | -15 | 0.5 | 3 | 2.4
COc1ccc([C@@H]2OC2(C(N)=O)C(N)=O)cc1 | -13 | -7 | -5 | 0.6 | 0.81 | -3 | 0.2 | 1 | -0.1
CC(=O)NNC(=O)CCn1nnc(-c2ccc(Cl)cc2)n1 | -4 | -21 | 1 | -0.7 | 1.3 | -33 | 0.0 | -2 | 3.3
O=C(Nc1ccccc1)c1ccc(-c2ccc(Br)cc2)o1 | -7 | -1 | -3 | -0.1 | -0.045 | 0 | 4.2 | -2 | .
O=C(CCC(=O)Nc1ccc(Oc2ccccc2)cc1)NCCO | 2 | -17 | 1 | 0.7 | -1.2 | -29 | -2.0 | 1 | 0.0
COc1ccc2c(c1)C1NC(=S)NC(C)(O2)C1C(=O)Nc1ccc(C)cc1C (stereo unspecified) | 8 | -5 | 21 | 0.5 | 0.0022 | 4 | 1.1 | -7[fluorescence artefact?] | 0.0
CC1CCC2(CC1)NC(=O)N(CC(=O)Nc1sc3c(c1C(N)=O)CCC3)C2=O (stereo unspecified) | -16 | -67 | -31 | 1.8 | 0.17 | 31 | 0.9 | 27 | 2.3
O=C(OCC(=O)N1CCc2ccccc21)c1c2c(nc3ccccc13)CCCCC2 | -11 | -20 | 8 | -0.9 | -2.4 | -6 | 2.5 | 5[fluorescence artefact?] | 2.7
Cn1c(=O)oc2cc(S(=O)(=O)NCCC(=O)NC3CCCc4ccccc43)ccc21 (stereo unspecified) | -7 | -12 | 2 | 0.1 | 0.4 | -15 | -0.7 | -3 | 13
Cc1[nH]nc(NCCO)c1[N+](=O)[O-] | -2 | -3 | 7 | 1.0 | -0.071 | -8 | 2.4 | -2 | 0.5
Cc1nn(C)c(C)c1CNC(=O)c1nn2c(c1Cl)NC(c1cccs1)CC2C(F)(F)F (stereo unspecified) | 9 | -20 | 1 | -1.4 | -0.53 | -3 | -5.0 | -1[fluorescence artefact?] | 0.0
CN(C)CC(=O)c1c(N)n(Cc2ccccc2)c(=O)n(C)c1=O | -4 | -1 | -1 | 0.9 | -0.22 | -14 | 0.8 | 2 | 0.1
Cc1ccc(S(=O)(=O)NCCc2ccccc2)cc1 | -7 | -12 | 7 | 2.2 | . | -8 | 1.3 | -3 | -0.4
Clc1ccc(Cl)c(OCc2cc(-c3ccccc3Cl)on2)c1 | -11 | 5 | -7 | 0.0 | -0.006 | -2 | -0.6 | 2 | -0.1
CCN(CC)S(=O)(=O)c1cccc(-c2n[nH]c(=S)n2C)c1 | 3 | -8 | 38 | 0.2 | -0.6 | -5 | -0.6 | 11 | 0.3

Some of the entries so far, with values under each structure.
Values in the order – MDM2 E3 inh	m-calpain inh	Rad51 HR inh	PERK inhibitor	KCC2 mod	EBV gp42 block	TNF death inh	eIF4E 4G PPI	L929 necroptosis
COc1ccc2c(c1)C1NC(=S)NC(C)(O2)C1C(=O)Nc1ccc(C)cc1C (stereo unspecified)
→ 8	-5	21	0.5	0.0022	4	1.1	-7[fluorescence artefact?]	0.0
CC1CCC2(CC1)NC(=O)N(CC(=O)Nc1sc3c(c1C(N)=O)CCC3)C2=O (stereo unspecified)
→ -16	-67	-31	1.8	0.17	31	0.9	27	2.3
O=C(OCC(=O)N1CCc2ccccc21)c1c2c(nc3ccccc13)CCCCC2
→ -11	-20	8	-0.9	-2.4	-6	2.5	5[fluorescence artefact?]	2.7
Cn1c(=O)oc2cc(S(=O)(=O)NCCC(=O)NC3CCCc4ccccc43)ccc21 (stereo unspecified)
→ -7	-12	2	0.1	0.4	-15	-0.7	-3	13
Cc1[nH]nc(NCCO)c1[N+](=O)[O-]
→ -2	-3	7	1.0	-0.071	-8	2.4	-2	0.5
Cc1nn(C)c(C)c1CNC(=O)c1nn2c(c1Cl)NC(c1cccs1)CC2C(F)(F)F (stereo unspecified)
→ 9	-20	1	-1.4	-0.53	-3	-5.0	-1[fluorescence artefact?]	0.0

The list goes on.
SMILES | MDM2 E3 inh | m-calpain inh | Rad51 HR inh | PERK inhibitor | KCC2 mod | EBV gp42 block | TNF death inh | eIF4E 4G PPI | L929 necroptosis
CC1CC1C(=O)Nc1nc(-c2cccs2)c(-c2cccs2)s1 (stereo unspecified) | -11 | -49 | 2 | 0.8 | -0.55 | -12 | 3.8 | 1 | 3.0
O=C(CSc1nnc(-c2ccncc2)n1Cc1ccco1)Nc1nc(-c2ccccc2)cs1 | -3 | 6 | 9 | -0.7 | -2.5 | -7 | -4.1 | -16 | 0.9
O=C1CCCC(O)=C1C1NCCc2ccccc21 (stereo unspecified) | -9 | -6 | 10 | 1.1 | . | 16 | -0.4 | 2 | -0.5
C=CCn1c(N)c(-c2nc3ccccc3n2C)sc1=S | 0 | -36 | 6 | 0.8 | -1.7 | 3 | 0.4 | 1 | 0.5
O=C(Nc1cccc(-c2cn3ccccc3n2)c1)c1cc2ccccc2oc1=O | -3 | 2 | 3 | 0.3 | . | 4 | -17 | -76[fluorescence artefact?] | 0.8
ClCc1ncc(-c2ccc(Cl)cc2)o1 | -16 | -13 | -36 | 0.2 | 0.45 | -12 | -3.1 | -1 | -0.5
O=C(NCCN1CCN(Cc2ccccc2)CC1)c1cc2c(=O)[nH]c3ccccc3c2s1 | -6 | -151 | 7 | -1.4 | 0.085 | -10 | -5.1 | 3 | -0.1
O=C1CCCCC(=O)N(c2ccccc2)c2ccccc21 | -2 | -8 | -2 | -0.2 | . | -18 | 0.0 | 3 | 1.5
COC(=O)c1ccc(COc2nc(C)cc(C)c2C#N)o1 | -15 | -2 | -14 | 0.1 | 0.011 | -7 | -1.3 | -8[fluorescence artefact?] | 1.1
CC(=O)c1cccc(N(C(=O)Cn2nnc3ccccc32)C(C(=O)NCc2ccccc2)c2ccccn2)c1 (stereo unspecified) | -15 | 7 | 4 | -0.1 | -0.25 | 3 | 1.0 | 6 | 1.0
COc1ccc(C2(C(=O)NC(C)C)CCCC2)cc1OC | -20 | -11 | 5 | 0.0 | -0.56 | -15 | -1.0 | 4[fluorescence artefact?] | 0.1
CCOC(=O)c1cc2nc(Nc3ccc(OC)cc3)sc2s1 | -15 | -4 | -11 | 0.0 | 0.0088 | -29 | 6.2 | 5[fluorescence artefact?] | 0.8
COc1ccc(C(c2nnnn2CC2CCCO2)N2CCN(c3ccc(F)cc3)CC2)cc1 (stereo unspecified) | 0 | -15 | -4 | -1.2 | -1 | -7 | 0.7 | 2 | -0.3
Cc1c(C(=O)NC(C)c2ccccc2)c(-c2ccccc2)nn1-c1ccccc1 (stereo unspecified) | -57 | -16 | -2 | -0.6 | 0.9 | -23 | -0.9 | 3 | -0.1
CCSc1nc2ccccc2n1C(=O)c1ccc(S(=O)(=O)N2CCCCCC2)cc1 | -14 | 29 | -3 | 0.9 | -1.1 | -2 | 1.4 | -3 | 1.9
COc1ccc(/C=N/NC(=O)C2(O)c3ccccc3-c3ccccc32)cc1 | -2 | 5 | 2 | 0.8 | 0.39 | 1 | 1.7 | 3 | 0.4
O=C(COC(=O)c1cc(=O)[nH]c2ccc(Br)cc12)c1ccccc1 | -6 | -18 | 5 | 0.8 | -0.53 | -12 | 0.8 | 0 | 1.1
COc1ccccc1CNC(=O)CSc1nnc2ccc(-c3cccnc3)nn12 | -4 | -38 | 2 | 0.0 | -0.24 | 2 | 0.5 | -4 | 4.8
O=C(c1cc2nc(-c3ccco3)cc(C(F)(F)F)n2n1)N1CCCc2ccccc21 | -10 | 8 | -3 | 0.0 | 0.92 | -4 | 1.8 | 2 | 1.1
CCC1CCc2c(sc(N)c2C(N)=O)C1 (stereo unspecified) | . | -27 | -10 | 0.3 | 1.5 | -18 | -2.1 | -4 | -1.4
CN(/C=C/c1c([N+](=O)[O-])c(=O)n(C)c(=O)n1C)c1ccccc1 | -2 | 18 | 9 | -0.4 | 0.066 | 3 | -3.2 | -2 | 0.7
CCC(C)(C(=O)NC1CCCC1)N(C(=O)c1ccccn1)c1ccccc1 (stereo unspecified) | -26 | 9 | 0 | -0.5 | . | -13 | 0.1 | 4 | 2.0
Cc1nc2c(O)cccc2cc1CO | 1 | 22 | 11 | 0.9 | 1.6 | -7 | 1.4 | 8 | 0.1
NS(=O)(=O)c1ccc(CCNC(=O)c2ccco2)cc1 | -9 | 9 | -4 | 0.1 | 1.3 | -18 | 0.8 | 0 | 0.7
Cc1ccc(OCC(O)CNS(=O)(=O)c2ccccc2C(=O)O)cc1 (stereo unspecified) | 2 | 7 | 4 | -0.3 | -0.12 | -4 | -0.2 | -12 | -0.4
Cc1ccc(NC(=O)Nc2cccnc2)cc1NC(=O)Nc1cccnc1 | -28 | 16 | 13 | -2.5 | 0.019 | 0 | -11 | 0 | 77*
O=[N+]([O-])c1ccc(N/N=C2/CCCCC2c2ccccn2)c([N+](=O)[O-])c1 (stereo unspecified) | -7 | 9 | 10 | 0.0 | -0.32 | 5 | 2.7 | -3 | 0.2
CC1CCCC(NC(=O)CN2CCN(Cc3ccc(Cl)cc3)C2=O)C1C (stereo unspecified) | -20 | 11 | 4 | -1.2 | . | -11 | -0.7 | -8 | 0.5
Cc1ccccc1OCc1nnc(SCC(=O)Nc2ccc(N3CCOCC3)c(Cl)c2)n1C | -10 | -10 | 2 | -1.3 | -0.93 | -6 | 0.8 | -2 | 0.4
Cn1cc(S(=O)(=O)NCC2CCCO2)c(=O)n(C)c1=O (stereo unspecified) | 2 | 9 | . | -0.2 | 0.2 | -9 | 0.0 | -18 | 0.1
Cc1ccccc1Sc1c(C#N)c(-c2ccccc2)nn1C | -7 | 19 | 15 | 1.0 | -0.086 | -10 | -3.9 | 5 | -0.1
Cc1cccc(C)c1OCC(O)CN1CCN(c2ccccn2)CC1 (stereo unspecified) | 2 | -24 | 7 | 0.9 | 0.25 | 2 | 1.1 | -1 | 1.9
Nc1c(C(=O)O)sc2nc(-c3ccccc3)c3c(c12)CCCC3 | -4 | -46 | -5 | 0.6 | 2.5 | 4 | -0.4 | 2 | 3.7
COC(=O)c1c(C)oc2ccc(OC(=O)N3CCOCC3)cc12 | -41 | 6 | -4 | 0.7 | . | -26 | -5.9 | 7[fluorescence artefact?] | -0.1
Clc1ccc(OCc2cc(-c3ccccc3)no2)c(Cl)c1 | -7 | 6 | 2 | -0.6 | . | -18 | -2.2 | 2 | -0.2
CCOC(=O)N1CCC(NC(=O)C2CCN(S(=O)(=O)c3cccc4cccnc34)CC2)CC1 | -16 | 7 | -1 | 0.7 | -0.85 | -4 | 0.6 | 1 | 1.4
COC(=O)c1cc2oc(C)cc2n1CC(=O)Nc1cc(C)cc(C)c1 | 0 | 5 | -1 | 0.1 | -0.14 | -1 | -0.4 | 3[fluorescence artefact?] | 0.4
O=C(CN1CCCC1)Nc1ccc([N+](=O)[O-])cc1 | -12 | 13 | 1 | -0.1 | 1.4 | -12 | 0.8 | 4 | 1.5
C/C=C(/C)C(=O)Nc1cccc(C2=NOC3(C2)C[C@@H](C(N)=O)N(C(=O)c2ccc(OC)cc2)C3)c1 (stereo partly specified) | 8 | 24 | 4 | . | -0.017 | -14 | 1.5 | 0 | 0.5
O=C(Nc1nnc(CC(=O)N2CCOCC2)s1)c1cccs1 | 4 | -21 | -6 | 0.6 | 0.016 | -1 | -0.4 | 1 | 0.9
